PI5P4Ka inh: qHTS for Inhibitors of phosphatidylinositol 5-phosphate 4-kinase (PI5P4K) | Phosphatidylinositol 5-phosphate 4-kinase type-2 alpha (Homo sapiens), P48426 | max response, % | 330,000 compounds, 1.2% hits | PI5P4Kalpha enzyme, ADP-Glo luminescence, 60 min; stronger effect = lower value | AID 652105, 2013; active = max response of -50% or lower; inconclusive = between -30% and -50%; inactive = -30% or higher; also: value at the top dose of about 77 µM; % is scaled to controls: 0 for no effect and ±100 for the full control effect
Target sequence (P48426 whole entry, looked up): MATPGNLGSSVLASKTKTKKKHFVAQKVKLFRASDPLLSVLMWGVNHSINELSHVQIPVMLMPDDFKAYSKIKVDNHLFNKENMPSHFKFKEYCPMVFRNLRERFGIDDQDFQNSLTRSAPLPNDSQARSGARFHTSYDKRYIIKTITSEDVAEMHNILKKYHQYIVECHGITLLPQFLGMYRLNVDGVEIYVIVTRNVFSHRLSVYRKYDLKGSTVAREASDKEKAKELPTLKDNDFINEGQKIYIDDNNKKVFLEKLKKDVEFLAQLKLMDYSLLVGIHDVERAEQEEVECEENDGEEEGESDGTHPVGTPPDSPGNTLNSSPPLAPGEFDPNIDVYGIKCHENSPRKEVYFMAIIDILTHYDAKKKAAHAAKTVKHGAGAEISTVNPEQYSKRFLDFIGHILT
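Compounds were pin-transferred onto PI5P4Kalpha and substrate in HEPES pH 7.4 buffer with EGTA, CHAPS and 5% DMSO. ATP (5 microM final) started the reaction, which ran 60 minutes at room temperature before ADP-Glo detection.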
aSyn rescue: qHTS of alpha-syn Inhibitors; Potency, µM (series often up to 46.1 µM), for inactives: at the highest dose growth rescue (activation), usual class: activators; 370,000 compounds, 0.14% hits; Yeast expressing alpha-synuclein, growth rescue, BacTiter-Glo, 24 h; AID 652106, 2013; also: potency is read from the fitted curve at half-maximal effect; % of control where 0% means no effect; nearly all actives have a fitted effect of over 65% in size
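Rescue of yeast growth: cells expressing toxic alpha-synuclein, induced in galactose at OD600 0.02, incubated with compound 24 h at 30 C. ATP luminescence quantified growth; inhibitors of toxicity appear as activators.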
WRN helicase inh: qHTS for Inhibitors of WRN Helicase | 360,000 compounds, 0.46% hits | WRN helicase unwinding, fluorescent forked duplex, kinetic | Potency, µM (highest dose often 114 µM), for inactives: at the top dose activity change, negative = inhibition, hits mostly inhibitors; also: potency is read from the fitted curve at half-maximal effect; % is scaled to controls: 0 for no effect and ±100 for the full control effect; nearly all actives have a fitted effect of over 55% in size
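Kinetic fluorescence helicase assay: unwinding of a quenched forked DNA duplex (100 nM final) with 2 mM ATP final raises red fluorescence (525/598 nm). Compounds sat 15 min at room temperature with 20 nM WRN beforehand.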
IL2 activator: qHTS of IL-2 Activators | IL-2 activation reporter assay, cell-based qHTS; stimulated with anti-CD3/CD4/CD28 beads; in transgenic mouse T cells | activation, % (series mostly up to about 46 µM) | 360,000 compounds, 0.065% hits; in the data active = activation above about 50%; inconclusive = mostly about 30% to 49%; also: 0% is about no effect
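Unstimulated transgenic mouse T cells preincubated 60 min with compound, then stimulated with anti-CD3/anti-CD4-coated beads plus anti-CD28 for 18 h at 37 degrees C. IL-2 response read as EGFP and DsRed fluorescence by plate cytometry.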
EPAC1 agonist: qHTS for Agonist of cAMP-regulated guanine nucleotide exchange factor 3 (EPAC1): primary screen; Rap guanine nucleotide exchange factor 3 (Homo sapiens), O95398; Potency, µM (doses to about 154 µM), for the others: at the top dose activation, actives largely listed as activators; 360,000 compounds, 0.073% hits; EPAC1 agonist qHTS, biochemical assay; response scale: 100% = response to 6.5 mM cAMP; also: potency is read from the fitted curve at half-maximal effect; nearly all actives have a fitted effect of over 60% in size
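EPAC1 100 nM, Rap1B–BODIPY-GDP 250 nM, unlabeled GDP 50 uM; compound titration; 5 min RT; kinetic read ex480/em540 at 5-min intervals ×30 min; data normalized to 6.5 mM cAMP agonist control.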
Abeta rescue: qHTS for compounds that reverse cellular toxicity of Amyloid beta (A-beta) peptide in yeast: Primary Screen; yeast expressing A-beta42, growth rescue, OD600, 48 h; response scale: 0% DMSO, 100% iron-clioquinol control; Potency, µM (series often up to 46.1 µM), without a hit: at the highest dose growth rescue, most hits filed as activators; 410,000 compounds, 0.063% hits; AID 1347071, 2019; also: potency is read from the fitted curve at half-maximal effect; nearly all actives have a fitted effect of over 55% in size
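Growth rescue measured by 600 nm absorbance after 48 h yeast culture at 30 C with compound. Values normalized between DMSO and an equimolar ferric chloride plus clioquinol control.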
PLK1 PBD inh: qHTS for Inhibitors of PLK1-PDB (polo-like kinase 1 - polo-box domain): Primary Screen. Serine/threonine-protein kinase PLK1 (Homo sapiens), P53350. Potency, µM, without a hit: max response, negative = inhibition, usual class: inhibitors. Plk1 PBD binding of FITC phosphopeptide, fluorescence polarization. 360,000 compounds, 2.8% hits. AID 720504, 2013; also: potency is read from the fitted curve at half-maximal effect; series mostly up to about 57 µM; % is scaled to controls: 0 for no effect and ±100 for the full control effect; nearly all actives have a fitted effect of over 65% in size
Target sequence (P53350 whole entry, looked up, the tested form may be a part): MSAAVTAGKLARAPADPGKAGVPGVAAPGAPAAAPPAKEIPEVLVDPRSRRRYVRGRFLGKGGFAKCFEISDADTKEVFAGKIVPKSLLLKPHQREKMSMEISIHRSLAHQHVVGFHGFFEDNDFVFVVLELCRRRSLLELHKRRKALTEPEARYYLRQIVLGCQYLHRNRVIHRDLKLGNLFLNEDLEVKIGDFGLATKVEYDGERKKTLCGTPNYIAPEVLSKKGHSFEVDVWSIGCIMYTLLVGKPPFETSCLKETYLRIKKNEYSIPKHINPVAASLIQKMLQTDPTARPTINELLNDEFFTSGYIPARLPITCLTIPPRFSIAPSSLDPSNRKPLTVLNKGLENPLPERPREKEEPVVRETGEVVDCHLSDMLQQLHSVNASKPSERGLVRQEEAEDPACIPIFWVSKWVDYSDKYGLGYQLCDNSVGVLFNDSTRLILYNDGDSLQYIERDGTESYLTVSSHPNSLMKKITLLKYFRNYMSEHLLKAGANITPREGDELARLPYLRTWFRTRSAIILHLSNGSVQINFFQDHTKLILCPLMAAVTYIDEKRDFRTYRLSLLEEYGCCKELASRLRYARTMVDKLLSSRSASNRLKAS
FUS suppressor: qHTS for Suppressors of FUS Proteinopathy: Primary screen using FUS-linked yeast assay. S. cerevisiae FUS-expressing, growth rescue, OD600, 24 h. Potency, µM (top dose mostly 76.6 µM), inactives show top-dose growth rescue (activation), actives largely listed as activators. 390,000 compounds, 0.24% hits. AID 1347120, 2019;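 also: potency is read from the fitted curve at half-maximal effect; plate controls were DMSO vehicle for no effect and reference control for full effect; nearly all actives have a fitted effect of over 55% in size; some results filed as inactive show a strong effect at the top dose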
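Toxicity suppression screen in FUS-yeast. Cells induced with 2% galactose, starting OD 0.005, treated 24hr at 30C with compounds at multiple final concentrations; growth by OD600.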
EPAC1 antag: qHTS for Antagonist of cAMP-regulated guanine nucleotide exchange factor 3 (EPAC1): primary screen | Rap guanine nucleotide exchange factor 3 (Homo sapiens), O95398 | AID 720709, 2013 | 360,000 compounds, 0.14% hits | EPAC1 GEF assay, Rap1b-BODIPY-GDP exchange fluorescence | Potency, µM (doses to about 115 µM), for the others: at the highest dose activity change, negative = inhibition, most hits filed as inhibitors;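 also: potency is read from the fitted curve at half-maximal effect; plate controls were vehicle for no effect and positive control for full effect; nearly all actives have a fitted effect of over 50% in size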
* marks the source's active call; other numbers are inactive results; ? = inconclusive; / = no result given; [ ] = dose if it differs, or a comment. Unless noted, calls follow the shape of the dose curve; as a rule, active = well fitted curve in the direction sought with a large enough effect; inconclusive = small, poorly fitted or top-dose-only effect, or another doubt; inactive = no such curve, though single readings can be large; an effect the other way counts as inactive or inconclusive.

SMILES	PI5P4Ka inh	aSyn rescue	WRN helicase inh	IL2 activator	EPAC1 agonist	Abeta rescue	PLK1 PBD inh	FUS suppressor	EPAC1 antag
Cc1cccc(N2CCN(S(=O)(=O)c3c(C)[nH]c(C)c3C(=O)N3CCCC3)CC2C)c1 (configuration not stated)	-1	3%	-4%	-0.3	-8%	1%	-7%	10%	6%
COc1ccccc1NC(=O)CSc1ccc2nnc(-c3ccccn3)n2n1	-7	5%	1%	-0.8	-14%	-4%	-1%	-14%	-20%
Cn1c(=O)c2c(ncn2CCCc2ccccc2)n(C)c1=O	2	-8%	19%	-0.5	-9%	-9%	-6%	7%	14%
CCCOc1ccccc1C1NC(=O)NC(C)=C1C(=O)OCCOC(C)C (configuration not stated)	/	2%	-1%	0.2	-4%	17%	1%	13%	3%
CN(Cc1ccccc1)Cc1ccccc1F	0	0%	-1%	-1.2	8%	-2%	1%	2%	-5%
COc1cccc(C(=O)Nc2nnc(-c3ccccc3)s2)c1	7	-1%	-6%	-2.5	-3%	7%	-17%	12%	-14%
Cc1c(C(=O)Nc2ccccc2F)sc2ncn(CC(=O)N3CCOCC3)c(=O)c12	-1	2%	-4%	-3.3	7%	1%	4%	-7%	-5%
Cc1cc(Cl)ccc1OCCCC(=O)N1CCN(C)CC1	0	3%	0%	0.6	-6%	4%	-2%	2%	-5%
O=C(Nc1cc(C(F)(F)F)ccc1Cl)C(Sc1nnc(-c2cccs2)o1)c1ccccc1 (configuration not stated)	-20	6%	-5%	-0.1	-1%	?	?	/	1%
CCc1ccccc1NC(=O)CCNS(=O)(=O)c1ccc2c(c1)CCC(=O)N2	2	-4%	1%	-0.5	2%	8%	-2%	4%	12%
CCOc1ccc(C(=O)Nc2ccc(N3CCCC3)cc2)cc1	-26	-10%	-11%	0.3	-29%	-17%	-8%	35µM*	7%
CC(c1nc2ccccc2c(=O)[nH]1)N1CCCN(S(=O)(=O)c2ccc(F)cc2)CC1 (configuration not stated)	2	?	5%	0.3	14%	-17%	-9%	-1%	-13%
CCCCNC(=O)COC(=O)c1ccc(NS(=O)(=O)c2ccc3c(c2)OCCO3)cc1	-2	9%	-1%	1.8	6%	15%	2%	25%	-1%
COc1ccc(S(=O)(=O)N2CCN=C2SCc2cccc(C)c2)cc1	26	1%	-17%	-3.8	-2%	7%	0%	/	-21%
O=C(COC(=O)C1=NN(c2ccccc2)C(=O)CC1)Nc1nc(-c2ccc(F)cc2)cs1	-7	-27%	?	0.1	11%	-18%	-1%	17%	-4%
O=C(O)Cc1ccc(-c2ccccc2)cc1	1	-20%	-1%	-0.4	5%	-8%	-7%	-29%	-4%
Cc1nc(Nc2ccccc2F)c2oc3ccccc3c2n1	-1	0%	3%	0.3	-9%	3%	5%	16%	0%
CC(C)=C1SC(N2CCN(c3cccc(Cl)c3)CC2)=NC1=O	1	15%	-19%[57.1 µM]	1.5	-1%	-22%	-13%	7%	0%
Cc1ccccc1NC(=S)NC(C)C(c1ccccc1)N1CCN(C)CC1 (configuration not stated)	1	0%	0%	-0.9	9%	-13%	-3%	5%	4%
CCOC(=O)[C@@H]1[C@H]2COc3ccccc3[C@H]2N2C(=O)N(c3ccc(Br)cc3)C(=O)[C@]12C	-2	-2%	0%	-1.5	-9%	10%	-12%	?	1%
CCS(=O)(=O)N1CCC(C(=O)Oc2ccccc2)CC1	1	-5%	0%	-0.6	11%	11%	-5%	9%	21%
Nc1nc(Nc2ccccc2)nc(C(F)(F)F)n1	5	-24%	5%	-1.1	5%	-1%	-6%	17%	-25%
O=C1c2ccc(-c3ccc4c(c3)C(=O)N(CCO)C4=O)cc2C(=O)N1CCO	7	2%	-3%	-0.6	5%	-3%	-14%	-13%	-26%
N#Cc1c(N2C(=O)Nc3ccccc3N2O)sc2c1CCCC2	5	-7%	-6%	1.6	-2%	-6%	-19%	11%	-2%
O=C(NCc1cccc(F)c1)c1cccc2c1C(=O)c1ccc(N3CCOCC3)cc1S2(=O)=O	-1	-6%	-21%	11	7%	9%	4%	-14%	-12%
COC(=O)/C=C/c1ccc2c(c1)OCO2	-1	10%	-4%	-0.1	7%	-17%	-8%	-4%	-15%
CCC(=O)Nc1cccc(-c2ccc(N3CCN(C)CC3)nn2)c1	0	2%	1%	0.8	3%	/	1%	4%	-16%
CC1CCCCN1C(=O)CSc1nc(-c2ccccc2)cc(=O)[nH]1 (configuration not stated)	4	9%	-14%	-2.3	2%	-5%	-6%	12%	1%
CCOC(=O)N1CCN(C(=O)c2ccc3c(c2)NC(=O)C(N2CCOCC2)S3)CC1 (configuration not stated)	11	0%	1%	0.2	4%	11%	0%	/	5%
Cc1ccccc1N=C1SCC(=O)N1Cc1ccccc1	11	1%	-5%	0.0	15%	5%	-4%	/	-10%
COc1ccc(C(=O)Nc2nnc(SCC(=O)NCc3ccco3)s2)cc1OC	3	1%	-2%	-2.8	-3%	-2%	-3%	/	-7%
CCOC(=O)C1CCCN(CCC(=O)Nc2cc(C)cc(C)c2)C1 (configuration not stated)	5	-3%	-1%	-6.3	-7%	-17%	-7%	-7%	-6%
CCOc1ccccc1N1CCN(CC(=O)NC(=O)NCc2ccco2)CC1	-12	1%	-28%	-4.3	-4%	0%	-6%	18%	4%
CC1CCCCN1CCCNC(=O)c1ccc(N2CCCC2=O)cc1 (configuration not stated)	6	0%	0%	-1.6	-8%	-8%	1%	-28%	10%
CC(=O)N1CCN(C(=O)CCc2nc3sc4c(c3c(=O)[nH]2)CCCC4)CC1	-2	-3%	3%	-3.9	0%	8%	-4%	28%	20%
Cc1cc(C(=O)N2CCN(c3ncccn3)CC2)c2cc(F)ccc2n1	/	0%	-11%	-2.1	-1%	19%	-12%	9%	10%
Cc1cc(C)c(NS(=O)(=O)c2ccc(NC(=O)c3cccs3)cc2)c(C)c1	4	-2%	-3%	-0.6	-4%	9%	-3%	/	2%
Cc1noc(C)c1COc1ccc(C(=O)NCCc2ccc(S(N)(=O)=O)cc2)cc1	4	0%	-2%	2.2	5%	-5%	-11%	11%	-15%
Cc1cccc(C2NC(c3cccc(C)c3)C(C)C(=O)C2C)c1 (configuration not stated)	14	0%	-4%	-0.2	2%	-10%	-3%	-24%	-17%
CCCCCn1c(SCc2cccc(C)c2)nc2c1c(=O)[nH]c(=O)n2C	-8	14%	-1%	-3.7	-15%	1%	-2%	7%	-7%
NC(=O)CNC(=O)[C@@H]1CC2(CC(c3ccc(Cl)cc3)=NO2)CN1C(=O)c1ccccc1 (some centres not stated)	-4	0%	0%	1.0	-11%	0%	-10%	5%	-10%
CCOC(=O)c1cc2c(C)nn(-c3ccccc3)c2s1	1	-1%	-3%	1.3	-2%	12%	-7%	-7%	5%
O=C(CS(=O)(=O)Cc1ccccc1)Nc1cccnc1	/	-8%	3%	1.4	-5%	0%	0%	24%	9%
COc1ccc(Cl)cc1NC(=O)C1CCCN(c2cc(C)nc3ncnn23)C1 (configuration not stated)	/	-1%	-8%	-2.7	-7%	-10%	-7%	29%	20%
O=C(NCCC1=CCCCC1)C1CCC(=O)N(Cc2ccc(Cl)cc2)C1 (configuration not stated)	9	4%	-29%	-5.5	1%	12%	-13%	29%	16%
O=C1Nc2ccccc2Nc2ccc([N+](=O)[O-])cc21	-25	-1%	8%	0.7	1%	-5%	-2%	25%	-6%
CCC(C)(C)n1nnnc1C(c1cc2cc(OC)c(OC)cc2[nH]c1=O)N1CCc2ccccc21 (configuration not stated)	/	-2%	-21%	2.9	12%	-5%	-2%	?	-18%
Cc1ccc2c(COC(=O)CNS(=O)(=O)c3ccccc3)cc(=O)oc2c1	-9	-1%	-5%	2.2	7%	-9%	-6%	10%	-16%
CN1C(=O)c2cccc3c(S(=O)(=O)N4CCCC4C(=O)O)ccc1c23 (configuration not stated)	2	4%	-14%	-3.4	13%	-1%	1%	4%	5%
CC1CCN(S(=O)(=O)c2ccc3ncn(CC(=O)N4CCN(C)CC4)c(=O)c3c2)CC1	1	0%	-18%	-0.8	-7%	-10%	0%	25%	-26%
O=C(NC1CCCC1)c1cc(-c2ccc(F)cc2)on1	3	2%	5%	0.6	6%	7%	-12%	-16%	-8%
CCn1c(SCC(=O)Nc2nc(C)c(C)s2)nnc1-c1cccnc1	/	-9%	-4%	-1.9	4%	-1%	-3%	21%	-2%
c1ccc(-n2nnnc2-c2cnc(-c3ccncc3)nc2-c2cccs2)cc1	-4	1%	-11%	1.7	14%	-18%	-7%	18%	9%

Some of these compounds in order of the IL2 activator value, lowest first.
Molecule	PI5P4Ka inh	WRN helicase inh	IL2 activator	PLK1 PBD inh	EPAC1 antag
COc1ccc(Cl)cc1NC(=O)C1CCCN(c2cc(C)nc3ncnn23)C1 (configuration not stated)	/	-8%	-2.7	-7%	20%
c1ccc(-n2nnnc2-c2cnc(-c3ccncc3)nc2-c2cccs2)cc1	-4	-11%	1.7	-7%	9%
CCC(C)(C)n1nnnc1C(c1cc2cc(OC)c(OC)cc2[nH]c1=O)N1CCc2ccccc21 (configuration not stated)	/	-21%	2.9	-2%	-18%

From PubChem BioAssay

Rows were taken by chance; overall some 4.1% were active at least once.
